FEN1 inh – human FEN1 inhibition. P39748. actives 0.35% (n = 390,000). AID 588795. Potency, µM (top dose mostly 114 µM), without a hit: top-dose activity change, negative = inhibition, most hits filed as inhibitors. Recombinant FEN1 flap cleavage, fluorescence, 15 min; further: nearly all actives have a fitted effect of over 65% in size
Target sequence (P39748 whole entry, looked up): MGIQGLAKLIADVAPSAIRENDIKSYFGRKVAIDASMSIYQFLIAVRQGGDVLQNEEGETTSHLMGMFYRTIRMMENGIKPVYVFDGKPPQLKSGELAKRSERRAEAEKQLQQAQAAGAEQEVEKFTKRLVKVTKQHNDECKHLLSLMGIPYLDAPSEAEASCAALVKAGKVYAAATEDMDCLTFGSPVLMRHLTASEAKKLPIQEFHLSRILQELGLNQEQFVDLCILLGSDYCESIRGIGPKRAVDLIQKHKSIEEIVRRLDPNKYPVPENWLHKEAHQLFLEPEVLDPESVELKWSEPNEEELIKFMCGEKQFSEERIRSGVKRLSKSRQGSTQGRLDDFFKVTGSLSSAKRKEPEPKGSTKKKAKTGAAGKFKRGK
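Steps: FEN1 (10 nM) dispensed; compound added by pin tool; 15 min at room temperature; substrate added to 50 nM final; reads at 0 min and 15 min; data normalized and fitted (four-parameter Hill).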
N370S GC – inhibitors or activators of N370S glucocerebrosidase for Gaucher disease | AID 2101 | actives 0.092% (n = 330,000) | N370S GC spleen homogenate, 4MU-glucoside fluorescence | Potency, µM (titrated, usually from 59.4 µM), for the others: at the highest dose activity change, negative = inhibition, actives largely listed as inhibitors | P04062;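 further: 0% = full enzyme activity and -100% = no enzyme basal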
DT40 TDP1 CPT – DT40-hTDP1 cell growth loss with CPT | chicken DT40 Tdp1-/-;hTDP1 cells + 20 nM CPT, ATP luminescence, 48 h | Potency, µM (top dose mostly 46.2 µM), without a hit: at the top dose activity change, negative = growth inhibition, usual class: inhibitors | actives 12% (n = 420,000) | AID 686979; further: nearly all actives have a fitted effect of over 55% in size
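Chicken DT40 Tdp1-/- cells complemented with human TDP1, 400 cells/well, exposed to compounds plus 20 nM camptothecin for at least 48 h at 37 C; viability read as ATP content by CellTiter-Glo luminescence.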
An asterisk follows results filed as active. The call rests on the fitted dose curve; in most records, active means well fitted curve in the direction sought with a large enough effect; inconclusive means small, poorly fitted or top-dose-only effect, or another doubt; inactive means no such curve, though single readings can be large; an effect the other way counts as inactive or inconclusive. Unless noted, on the % scale 0 is the no-effect control and ±100 the full control effect; potency means the concentration at half of the fitted maximal effect. Not all compounds are listed (hit frequency here may not be typical).

Results for C/C(=N\NC(=O)c1cccc(F)c1)c1ccc(NC(=O)Cc2ccccc2)cc1 ?
FEN1 inh: -1.3%; N370S GC: 0.1%; DT40 TDP1 CPT: 6.3%

Results for COc1ccc(C(=O)Nc2nc(-c3ccc(Br)cc3)ns2)cc1 ?
FEN1 inh: 10.3%; DT40 TDP1 CPT: -15.4%

How did Cc1cccc(NC(=O)CSc2nnc(C)c(=O)[nH]2)c1 do in these assays?
FEN1 inh: -1.2%; DT40 TDP1 CPT: -21.7%

Results for Cc1ccc(C)c(NC(=O)COC(=O)c2ccc3ccccc3n2)c1 ?
FEN1 inh: -17.9%; DT40 TDP1 CPT: -18.4%

What do the screens show for `O=C(Nc1nnc(Cc2ccc(F)cc2)s1)Nc1ccccc1F`?
FEN1 inh: 19.6%; N370S GC: -3.1%; DT40 TDP1 CPT: -26.8%

What do the screens show for `Nc1c(C(=O)CSc2nc3ccccc3o2)c(=O)[nH]c(=O)n1C1CC1`?
FEN1 inh: 3.3%; DT40 TDP1 CPT: inconclusive

Results for Cc1cccc(-n2c(-c3ccncc3)n[nH]c2=S)c1 ?
FEN1 inh: 12.0%; N370S GC: 7.3%; DT40 TDP1 CPT: -10.2%

How did Cc1ccc2c(c1)N(CC(=O)N1CCCc3ccccc31)C(=O)C(C)O2 (stereo not drawn) do in these assays?
FEN1 inh: -3.4%; N370S GC: 8.8%; DT40 TDP1 CPT: inconclusive

How did Cc1ccc(NC(=O)COC(=O)c2ccc(S(=O)(=O)N3CCCCC3)cc2)cc1 do in these assays?
FEN1 inh: 0.1%; DT40 TDP1 CPT: -10.4%

Results for COc1cc2ncnc(NCc3cccc(Cl)c3)c2cc1OC ?
FEN1 inh: -1.5%; N370S GC: -7.1%; DT40 TDP1 CPT: 14.6µM*

What do the screens show for `O=C(O)COc1ccc(Cl)cc1C1CCCCC1`?
FEN1 inh: 1.9%; DT40 TDP1 CPT: 9.2%

How did [O-][n+]1ccc(OCc2ccccc2)cc1 do in these assays?
FEN1 inh: 7.8%; DT40 TDP1 CPT: -4.3%

Results for Cc1c(CN2CCCC(C(=O)c3cccc(OC(C)C)c3)C2)c(=O)n(-c2ccccc2)n1C (stereo not drawn) ?
FEN1 inh: 1.2%; N370S GC: -10.4%; DT40 TDP1 CPT: 11.4%

Results for CSc1ccccc1OCc1cc(C(=O)NC2CCc3ccccc32)no1 (stereo not drawn) ?
FEN1 inh: -1.0%; N370S GC: -0.1%; DT40 TDP1 CPT: -11.2%

Results for Cc1ccc(C)n1-c1nn(S(=O)(=O)c2ccccc2)c2cccc(F)c12 ?
FEN1 inh: -20.8%; N370S GC: inconclusive; DT40 TDP1 CPT: -27.2%

How did Cc1ccc(-c2nc(CN3CCCC(C(=O)N4CCOCC4)C3)c(C)o2)cc1 (stereo not drawn) do in these assays?
FEN1 inh: -2.5%; N370S GC: -8.2%; DT40 TDP1 CPT: -24.6%

How did COc1ccc(N2CC(O)=C(c3nc(-c4ccccc4)cs3)C2=N)cc1 do in these assays?
FEN1 inh: -3.3%; N370S GC: 0.8%; DT40 TDP1 CPT: inconclusive

Results for CCC(=O)N(CCCN(C)C)c1nc(-c2cc(OC)ccc2OC)cs1 ?
FEN1 inh: -9.6%; N370S GC: -5.4%; DT40 TDP1 CPT: -18.4%

How did COc1cc(C(=O)Nc2nc(-c3cccs3)cs2)cc(OC)c1OC do in these assays?
FEN1 inh: -23.6%; N370S GC: -8.8%; DT40 TDP1 CPT: 23.1µM*

What do the screens show for `CC(C)c1cc(C(=O)NCc2cccnc2)no1`?
FEN1 inh: -1.5%; N370S GC: -1.4%; DT40 TDP1 CPT: 7.3%

What do the screens show for `COc1ccc(C(=O)NCc2cccnc2)cc1C(=O)NCc1cccnc1`?
FEN1 inh: -1.1%; N370S GC: -4.5%; DT40 TDP1 CPT: 17.9%

How did CCOc1ccc(N2CC(C(=O)NCCc3c[nH]c4ccc(OC)cc34)CC2=O)cc1 (stereo not drawn) do in these assays?
FEN1 inh: 0.8%; N370S GC: -2.6%; DT40 TDP1 CPT: 2.2%

Results for CCc1cc(=O)oc2c(C)c(OCC(=O)NC3CC(C)(C)NC(C)(C)C3)ccc12 ?
FEN1 inh: 3.6%; N370S GC: inconclusive; DT40 TDP1 CPT: -29.2%

What do the screens show for `CC(=O)c1ccc(-c2ccc(C(=O)NCC(c3ccc(F)cc3)N3CCOCC3)o2)cc1` (stereo not drawn)?
FEN1 inh: -5.8%; N370S GC: -4.8%; DT40 TDP1 CPT: 3.9%

How did CCCCC(c1nnnn1CCOC)N1CCN(C(=O)c2ccco2)CC1 (stereo not drawn) do in these assays?
FEN1 inh: 7.4%; N370S GC: -6.6%; DT40 TDP1 CPT: 18.4µM*

Results for COc1ccccc1N(C)S(=O)(=O)c1ccc(C(=O)OCC(=O)Nc2cc(C)on2)cc1 ?
FEN1 inh: 17.4%; N370S GC: -6.2%; DT40 TDP1 CPT: 0.8%

How did Cc1ccc(-c2nn(-c3ccccc3)cc2/C=N/NC(=O)c2ccc(Br)o2)cc1 do in these assays?
FEN1 inh: -8.2%; N370S GC: 3.4%; DT40 TDP1 CPT: inconclusive

Results for CC(C)N1CCC(N2CCN(Cc3ccc(C#CC(C)(C)O)s3)CC2CCO)CC1 (stereo not drawn) ?
FEN1 inh: 15.0%; N370S GC: 8.2%; DT40 TDP1 CPT: 1.2%

What do the screens show for `Cc1c(C(=O)OCCOc2ccccc2)[nH]c2c1C(=O)CC(c1ccc(C(C)(C)C)cc1)C2` (stereo not drawn)?
FEN1 inh: inconclusive; DT40 TDP1 CPT: -26.4%

What do the screens show for `Cc1ccc2c3c(cccc13)-c1ccccc1C2=O`?
FEN1 inh: inconclusive; N370S GC: -10.4%; DT40 TDP1 CPT: -29.0%

How did O=C(CCn1nc(-c2ccc(Cl)cc2)ccc1=O)NCc1cccnc1 do in these assays?
FEN1 inh: -3.0%; N370S GC: -17.5%; DT40 TDP1 CPT: -5.9%

What do the screens show for `CCOC(=O)c1c(C)nc2c(c1-c1cc(OC)ccc1OC)C(=O)c1ccccc1-2`?
FEN1 inh: -16.0%; N370S GC: -0.6%; DT40 TDP1 CPT: inconclusive

How did CCOC(=O)c1c(CN(C)C)n(-c2ccccc2)c2cc(Br)c(O)cc12 do in these assays?
FEN1 inh: -22.4%; N370S GC: -8.4%; DT40 TDP1 CPT: -18.9%

What do the screens show for `c1ccc2c(c1)COC(CNC1CCCCC1)OC2`?
FEN1 inh: 17.3%; N370S GC: 26.6%; DT40 TDP1 CPT: -10.6%

What do the screens show for `CC1CCCCC1NC(=O)CSCC(=O)O` (stereo not drawn)?
FEN1 inh: 2.0%; N370S GC: 1.5%; DT40 TDP1 CPT: -10.8%

How did Cc1cc(C)c(C)c(S(=O)(=O)N2CCN(C(=O)c3ccccn3)CC2)c1C do in these assays?
FEN1 inh: -3.0%; DT40 TDP1 CPT: -1.1%

What do the screens show for `Cc1cc(C)cc(NC(=O)C2CCCN2/C=C/C(=O)C(F)(F)F)c1` (stereo not drawn)?
FEN1 inh: 3.0%; N370S GC: 13.2%; DT40 TDP1 CPT: 1.2%

How did CCC12CN3CCN(CC(C3)/C1=N\NC(=O)Nc1ccccc1)C2 do in these assays?
FEN1 inh: -2.6%; N370S GC: -7.3%; DT40 TDP1 CPT: 2.6%

How did CC(=O)c1cccc(S(=O)(=O)Nc2cc(C(F)(F)F)ccc2N2CCOCC2)c1 do in these assays?
FEN1 inh: 10.3%; DT40 TDP1 CPT: -9.8%

Results for COCCNC(=O)CN(Cc1ccccc1)S(=O)(=O)c1ccc2nc(C)sc2c1 ?
FEN1 inh: -2.9%; N370S GC: 0.6%; DT40 TDP1 CPT: -20.6%

What do the screens show for `N/C(Cc1ccc(Cl)c(Cl)c1)=N\OC(=O)c1ccc(Br)o1`?
FEN1 inh: -0.2%; N370S GC: 11.9%; DT40 TDP1 CPT: 5.3%

Results for CCN(CC)C(=O)CSc1nc2sc3c(c2c(=O)n1CCOC)CCC3 ?
FEN1 inh: -4.4%; N370S GC: 2.4%; DT40 TDP1 CPT: 9.8%

Results for COc1ccc(-c2nnn(Cc3nn[nH]n3)n2)cc1OC ?
FEN1 inh: -1.3%; N370S GC: 6.2%; DT40 TDP1 CPT: 6.9%

What do the screens show for `COc1cc(C(=O)Nc2ccncc2)cc(OC)c1OC`?
FEN1 inh: 4.2%; N370S GC: 1.4%; DT40 TDP1 CPT: -26.0%

Results for COC(=O)CCC(=O)NNC(=O)C1CC1(c1ccccc1)c1ccccc1 (stereo not drawn) ?
FEN1 inh: -11.4%; N370S GC: -0.2%; DT40 TDP1 CPT: -3.5%

How did CC(=O)CC(C)(C)n1nnc(-c2ccccc2)n1 do in these assays?
FEN1 inh: 7.4%; N370S GC: 1.4%; DT40 TDP1 CPT: 0.8%

What do the screens show for `Cn1c2ccccc2c2nnc(SCCOc3ccccc3)nc21`?
FEN1 inh: -1.6%; DT40 TDP1 CPT: inconclusive

How did CCOc1ccccc1NC(=O)CCNS(=O)(=O)c1ccc(NC(C)=O)cc1 do in these assays?
FEN1 inh: -3.1%; N370S GC: -4.8%; DT40 TDP1 CPT: -16.1%

Results for CCOC(=O)c1c(C)[nH]c(C(=O)COC(=O)CNC(=O)c2ccccc2Cl)c1C ?
FEN1 inh: 0.6%; N370S GC: -0.6%; DT40 TDP1 CPT: 6.0%

How did O=S(=O)(c1ccc(F)cc1)N1CCN(C(=S)NC2CC2)CC1 do in these assays?
FEN1 inh: 0.8%; DT40 TDP1 CPT: -0.5%

Results for O=C(CCSCCC(=O)NN=Cc1ccc(F)cc1)NN=Cc1ccc(F)cc1 ?
FEN1 inh: -4.0%; DT40 TDP1 CPT: -24.2%

How did CCc1cccc(CC)c1NC(=O)COC(=O)c1ccc2c(c1)S(=O)(=O)c1ccccc1C2=O do in these assays?
FEN1 inh: -1.5%; N370S GC: -1.2%; DT40 TDP1 CPT: -12.2%

Results for Cc1ccc(C)c(NC(=O)c2sc(Cl)nc2C)c1 ?
FEN1 inh: 1.2%; N370S GC: -2.5%; DT40 TDP1 CPT: -2.1%

What do the screens show for `COc1ccccc1-c1nc(SCC(=O)NCc2ccccc2)c2c(=O)n(C)c(=O)n(C)c2n1`?
FEN1 inh: 6.1%; DT40 TDP1 CPT: -12.0%

Results for COc1ccc(CNC(=O)c2ccc(NC(=O)CC3SC(N4CCCC4)=NC3=O)cc2)cc1 (stereo not drawn) ?
FEN1 inh: 8.1%; N370S GC: 5.0%; DT40 TDP1 CPT: -3.3%

What do the screens show for `COc1ccccc1CCNC(=O)c1cccc(S(=O)(=O)NCc2ccccc2)c1`?
FEN1 inh: 9.1%; N370S GC: -2.0%; DT40 TDP1 CPT: inconclusive

Results for O=C(Nc1ccc(Cl)cn1)Nc1ccccc1F ?
FEN1 inh: 2.8%; N370S GC: 19.0%; DT40 TDP1 CPT: inconclusive

How did Cc1cc(OC(C)C(=O)NCC2CCCO2)cc(C)c1Cl (stereo not drawn) do in these assays?
FEN1 inh: -9.9%; N370S GC: -4.8%; DT40 TDP1 CPT: -24.6%

Results for Oc1ccccc1-c1cc(-c2ccc3c(c2)OCCO3)n[nH]1 ?
FEN1 inh: -26.7%; N370S GC: -1.6%; DT40 TDP1 CPT: inconclusive

Results for C=C1CCC[C@]2(C)C[C@H]3OC(=O)C(CNC(C)(CO)CO)[C@H]3CC12 (stereo partly drawn) ?
FEN1 inh: 12.1%; N370S GC: -9.4%; DT40 TDP1 CPT: inconclusive

Among those listed so far, 8 contain an NH in an aromatic ring:
How did Cc1cccc(NC(=O)CSc2nnc(C)c(=O)[nH]2)c1 do in these assays?
FEN1 inh: -1.2%; DT40 TDP1 CPT: -21.7%

What do the screens show for `Nc1c(C(=O)CSc2nc3ccccc3o2)c(=O)[nH]c(=O)n1C1CC1`?
FEN1 inh: 3.3%; DT40 TDP1 CPT: inconclusive

Results for Cc1cccc(-n2c(-c3ccncc3)n[nH]c2=S)c1 ?
FEN1 inh: 12.0%; N370S GC: 7.3%; DT40 TDP1 CPT: -10.2%

How did CCOc1ccc(N2CC(C(=O)NCCc3c[nH]c4ccc(OC)cc34)CC2=O)cc1 (stereo not drawn) do in these assays?
FEN1 inh: 0.8%; N370S GC: -2.6%; DT40 TDP1 CPT: 2.2%

What do the screens show for `Cc1c(C(=O)OCCOc2ccccc2)[nH]c2c1C(=O)CC(c1ccc(C(C)(C)C)cc1)C2` (stereo not drawn)?
FEN1 inh: inconclusive; DT40 TDP1 CPT: -26.4%

Results for COc1ccc(-c2nnn(Cc3nn[nH]n3)n2)cc1OC ?
FEN1 inh: -1.3%; N370S GC: 6.2%; DT40 TDP1 CPT: 6.9%

Results for CCOC(=O)c1c(C)[nH]c(C(=O)COC(=O)CNC(=O)c2ccccc2Cl)c1C ?
FEN1 inh: 0.6%; N370S GC: -0.6%; DT40 TDP1 CPT: 6.0%

Results for Oc1ccccc1-c1cc(-c2ccc3c(c2)OCCO3)n[nH]1 ?
FEN1 inh: -26.7%; N370S GC: -1.6%; DT40 TDP1 CPT: inconclusive

Compound activity: PubChem BioAssay, National Center for Advancing Translational Sciences (NCATS)
